Screens: PubChem BioAssay, Sanford-Burnham Center for Chemical Genomics
Apaf-1 inh: inhibitors of human Apaf-1 apoptosome; reconstituted apoptosome caspase-3 activity, DEVD-Rh110 fluorescence; hit rate 0.71% among 330,000; inhibition, % at 20 µM; O14727; active = inhibition of at least 40% at 20 µM;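 also: plate controls were DMSO wells for no effect and DEVD-CHO caspase inhibitor wells for full effect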
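System – cell-free apoptosome with Apaf-1, procaspase-3 and caspase-9 · Buffer or medium – pH 7.5 Hepes buffer with CHAPS, BSA, DTT · Also added – cytochrome c with DEVD-Rh110 · Times – 30 min compound preincubation, 50 min activation, room temperature · Technique – Rh110 fluorescence intensity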
HKDC1 inh: blocks human hexokinase HKDC1 activity | Q2TB90 | recombinant HKDC1, G6PDH/diaphorase resazurin coupled fluorescence | inhibition, % at 20 µM | hit rate 0.16% among 340,000 | AID 493160;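 active = inhibition above about 35% when tested at 20 µM, limit read from the data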;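 also: plate controls were DMSO wells with enzyme for no effect and DMSO wells lacking enzyme for full effect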
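test system = in-house recombinant HK5 (HKDC1) enzyme | amount = HKDC1 at 5 µg/mL | control set = DMSO-enzyme wells negative, buffer-substituted wells positive | compound = one dose of 20 µM, 1% DMSO | schedule = reaction time 90 min, room temperature, protected from light | technique = resorufin fluorescence at 613 nm | reagent = glucose with 1 mM ATP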
SENP6 block: blocks the human protease SENP6 | hit rate 1.8% among 330,000 | Recombinant SENP6 catalytic domain, aminoluciferin luminescence | Q9GZR1 | inhibition, % at 10 µM;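 active = inhibition above about 50% at the single tested dose, limit read from the data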;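 also: plate controls were DMSO wells with enzyme for no effect and DMSO wells lacking enzyme for full effect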
Target sequence (Q9GZR1 628-1112 limits assumed): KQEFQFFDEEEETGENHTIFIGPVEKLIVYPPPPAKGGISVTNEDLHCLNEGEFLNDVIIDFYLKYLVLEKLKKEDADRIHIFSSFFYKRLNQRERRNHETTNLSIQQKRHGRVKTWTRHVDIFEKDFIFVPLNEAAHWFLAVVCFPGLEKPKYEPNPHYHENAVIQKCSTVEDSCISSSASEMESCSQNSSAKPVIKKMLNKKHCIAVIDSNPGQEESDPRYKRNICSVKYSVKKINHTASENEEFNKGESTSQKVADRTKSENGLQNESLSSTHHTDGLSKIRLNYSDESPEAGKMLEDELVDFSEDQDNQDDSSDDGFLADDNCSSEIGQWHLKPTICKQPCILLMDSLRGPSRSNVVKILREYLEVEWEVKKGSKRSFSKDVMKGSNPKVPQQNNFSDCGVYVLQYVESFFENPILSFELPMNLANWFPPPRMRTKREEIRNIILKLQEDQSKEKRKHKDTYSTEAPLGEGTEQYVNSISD
SENP1 inh: SENP1 (human) catalytic domain inhibition; AID 624204; hit rate 0.21% among 360,000; recombinant SENP1 catalytic domain, CyPet-SUMO1-YPet FRET cleavage; inhibition, % at 10 µM;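 active = inhibition at least 30% at 10 µM, raw YFP signal under a set limit, fluorescence ratio 0.5 to 1.5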;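 also: 0% = enzyme with DMSO and 100% = no enzyme wells; some results filed as inactive read as strong as hits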
Target sequence (Q9P0U3 419-644 limits assumed): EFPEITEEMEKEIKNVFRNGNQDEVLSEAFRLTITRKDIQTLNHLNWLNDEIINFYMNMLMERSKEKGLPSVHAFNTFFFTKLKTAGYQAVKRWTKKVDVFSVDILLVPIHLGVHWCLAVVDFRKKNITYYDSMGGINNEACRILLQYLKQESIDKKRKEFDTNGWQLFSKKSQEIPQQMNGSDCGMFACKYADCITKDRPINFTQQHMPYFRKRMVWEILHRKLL
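system = hSENP1 catalytic domain, recombinant | reagent = SFCypet-SUMO1-SFYpet substrate at 25 nM | doses = one dose per compound, 10 µM, 0.5% DMSO | incubation = enzyme reaction for 50 min at room temperature, dark | measured by = FRET, CFP and YFP emission | controls = no-enzyme low, enzyme-DMSO high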
PfGluPho inh: PfG6PD (Plasmodium falciparum) enzyme inhibition | inhibition, % at 20 µM | hit rate 0.78% among 350,000 | PfGluPho enzyme, NADPH resazurin-diaphorase fluorescence | AID 504690;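 active = inhibition reaching at least a set limit at 20 µM in the primary screen, cut at about 59% in these data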;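 also: 0% = DMSO wells with substrate and 100% = DMSO wells lacking glucose-6-phosphate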
SENP7 inh: inhibitors of human SENP7 protease | hit rate 1.5% among 330,000 | Q9BQF6 | recombinant SENP7, Z-RLRGG-aminoluciferin luminescence, 40 min | AID 434973 | inhibition, % at 5 µM;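 active = inhibition above about 50% at the single test dose, limit read from the data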;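 also: plate controls were DMSO with enzyme for no effect and no enzyme buffer wells for full effect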
Target sequence (Q9BQF6 706-1050 limits assumed): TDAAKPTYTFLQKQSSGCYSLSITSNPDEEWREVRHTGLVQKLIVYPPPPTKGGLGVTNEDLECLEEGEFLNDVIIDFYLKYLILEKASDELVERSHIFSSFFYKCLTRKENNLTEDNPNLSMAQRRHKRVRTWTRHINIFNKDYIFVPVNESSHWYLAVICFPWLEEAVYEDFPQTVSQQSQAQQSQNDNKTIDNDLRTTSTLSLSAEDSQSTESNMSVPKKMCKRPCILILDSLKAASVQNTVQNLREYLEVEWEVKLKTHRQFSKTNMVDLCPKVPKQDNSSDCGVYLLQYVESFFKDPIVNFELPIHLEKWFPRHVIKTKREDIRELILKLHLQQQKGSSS
SENP8 block-1: inhibitors of human SENP8 protease; Q96LD8; purified SENP8, Z-RLRGG-aminoluciferin cleavage, luminescence; inhibition, % at 10 µM; hit rate 1.2% among 330,000; AID 2540; in the data active = inhibition above about 50%
SENP8 block-2: blocks human SENP8 cleavage of Nedd8 substrate; recombinant SENP8, Nedd8 substrate fluorescence; inhibition, % at 20 µM; hit rate 0.64% among 360,000; AID 602440; in the data active = inhibition mostly above about 40%, no sharp cut-off; inactive = mostly below about 27%
The depositor's hits bear a star.

Screening CC(C)(Nc1ccccc1)C(=O)c1ccccc1 returned HKDC1 inh -8, SENP1 inh 1, PfGluPho inh 16 and SENP8 block-2 18.
`COc1cc(/C=N/N2CCOCC2)ccc1OCc1ccc(Cl)cc1` gave Apaf-1 inh 5, HKDC1 inh -7, SENP6 block 23, SENP1 inh 0, PfGluPho inh 7, SENP7 inh 6, SENP8 block-1 4 and SENP8 block-2 42*.
`Cc1nn(C)c(C)c1NC(=O)CCCSc1nc(-c2ccco2)cc(C(F)(F)F)n1` gave Apaf-1 inh 1, HKDC1 inh -8, SENP6 block 0, SENP1 inh -3, PfGluPho inh -15, SENP7 inh 4, SENP8 block-1 4 and SENP8 block-2 -3.
Screening Cc1ccc(/C=N/NC(=O)c2n[nH]c3c2CCCC3)cc1 returned Apaf-1 inh 12, HKDC1 inh 0, SENP6 block -14, SENP1 inh 5, PfGluPho inh 3, SENP7 inh 4, SENP8 block-1 -5 and SENP8 block-2 20.
`CCc1nnc(NS(=O)(=O)c2ccc(NC(=O)c3ccc(Cl)cc3)cc2)s1` gave Apaf-1 inh -1, HKDC1 inh -7, SENP6 block -4, SENP1 inh 1, PfGluPho inh -6, SENP7 inh 13, SENP8 block-1 1 and SENP8 block-2 16.
`O=C(CN1C(=O)/C(=C/c2ccc(F)cc2)SC1=S)NC1CCS(=O)(=O)C1` (stereo not drawn) gave Apaf-1 inh 11, HKDC1 inh -5, SENP6 block -18, SENP1 inh 2, PfGluPho inh -5, SENP7 inh -14, SENP8 block-1 -16 and SENP8 block-2 19.
For Cc1ccc(S(=O)(=O)N(C)c2ccc(C)c([N+](=O)[O-])c2)cc1 the results were Apaf-1 inh -9, HKDC1 inh -7, SENP6 block 7, SENP1 inh 3, PfGluPho inh 7, SENP7 inh 9, SENP8 block-1 2 and SENP8 block-2 12.
CC1(CCc2ccccc2)NC(=O)N(CC(=O)N2CC(=O)Nc3ccccc32)C1=O (stereo not drawn) was read as Apaf-1 inh -20, HKDC1 inh 1, SENP6 block -7, SENP1 inh 0, PfGluPho inh -5, SENP7 inh 0, SENP8 block-1 3 and SENP8 block-2 11.
Screening CCC(C)(C)c1nnc(NC(=O)C2CC(=O)N(CCc3ccc(F)cc3)C2)s1 (stereo not drawn) returned Apaf-1 inh 11, HKDC1 inh -3, SENP6 block -4, SENP1 inh 0, PfGluPho inh -3, SENP7 inh 1, SENP8 block-1 1 and SENP8 block-2 8.
CN1C(=O)N(C)C2(c3ccccc3)Nn3c(s/c(=C/c4ccccc4)c3=O)=NC12c1ccccc1 (stereo not drawn) was read as Apaf-1 inh 11, HKDC1 inh -4, SENP6 block -19, SENP1 inh 0, PfGluPho inh -23, SENP7 inh 0, SENP8 block-1 -5 and SENP8 block-2 10.
`COc1ccc(OC)c(NC(=O)CN(Cc2ccccc2)S(C)(=O)=O)c1` gave Apaf-1 inh -1, HKDC1 inh -11, SENP6 block -9, SENP1 inh 2, PfGluPho inh 12, SENP7 inh 1, SENP8 block-1 -5 and SENP8 block-2 6.
C=CCn1c(SCc2cccc3ccccc23)nnc1-c1cccnc1 was read as Apaf-1 inh 1, HKDC1 inh -7, SENP6 block -4, SENP1 inh -1, PfGluPho inh 20, SENP7 inh -11, SENP8 block-1 -2 and SENP8 block-2 10.
`Cc1ccccc1OCC(O)Cn1c(NCCN(C)C)nc2c1c(=O)n(C)c(=O)n2C` (stereo not drawn) gave Apaf-1 inh 16, SENP6 block -3, SENP1 inh 7, SENP7 inh -8, SENP8 block-1 -13 and SENP8 block-2 12.
`CCCCNC(=O)COC(=O)CCC(=O)c1ccc(F)cc1` gave Apaf-1 inh -5, HKDC1 inh -2, SENP6 block -6, SENP1 inh 1, PfGluPho inh -1, SENP7 inh 10, SENP8 block-1 5 and SENP8 block-2 15.
For CCOC(=O)Oc1ccc2oc(C)c(C(=O)OCCOC)c2c1 the results were Apaf-1 inh -4, HKDC1 inh -6, SENP6 block -8, SENP1 inh 1, PfGluPho inh -9, SENP7 inh 1, SENP8 block-1 4 and SENP8 block-2 20.
`O=C(NCc1ccc2c(c1)OCO2)c1cc(F)c(F)cc1Cl` gave Apaf-1 inh -4, HKDC1 inh -3, SENP6 block -28, SENP1 inh 1, PfGluPho inh -16, SENP7 inh 6, SENP8 block-1 -6 and SENP8 block-2 9.
`CNC(=O)c1ccccc1Nc1ccc(SC(F)F)cc1` gave Apaf-1 inh 6, HKDC1 inh 0, SENP6 block -5, SENP1 inh 2, PfGluPho inh -12, SENP7 inh 4, SENP8 block-1 -9 and SENP8 block-2 5.
O=C(CNC(=O)c1ccc([N+](=O)[O-])cc1)c1ccccc1 was read as Apaf-1 inh -5, HKDC1 inh 9, SENP6 block -12, SENP1 inh 1, PfGluPho inh 9, SENP7 inh -6, SENP8 block-1 -20 and SENP8 block-2 11.
`Cc1cccc2cc(C#N)c(SCC#N)nc12` gave Apaf-1 inh 3, HKDC1 inh 4, SENP6 block -12, SENP1 inh 2, PfGluPho inh -2, SENP7 inh 6, SENP8 block-1 -14 and SENP8 block-2 -22.
For Cn1nc(C(=O)NC2CCC(O)CC2)c2ccccc2c1=O (stereo not drawn) the results were Apaf-1 inh -3, HKDC1 inh 3, SENP6 block -8, SENP1 inh -1, PfGluPho inh 17, SENP7 inh 9, SENP8 block-1 2 and SENP8 block-2 -2.
Screening COc1ccc(CNC(=O)c2ccc3oc(C(C)C)nc3c2)cc1 returned Apaf-1 inh 3, HKDC1 inh -5, SENP6 block -4, SENP1 inh 0, PfGluPho inh 2, SENP7 inh -12, SENP8 block-1 -6 and SENP8 block-2 4.
CC(Sc1nnc(N)s1)C(=O)Nc1ccc(N2CCOCC2)cc1 (stereo not drawn) was read as Apaf-1 inh -4, HKDC1 inh -1, SENP6 block 2, SENP1 inh 2, PfGluPho inh -8, SENP7 inh 7, SENP8 block-1 -7 and SENP8 block-2 22.
`COc1ccc(NC(=O)CN2C(=O)NC3(CCCC3)C2=O)cc1OC` gave Apaf-1 inh 2, HKDC1 inh -6, SENP6 block -18, SENP1 inh 0, PfGluPho inh -1, SENP7 inh -4, SENP8 block-1 3 and SENP8 block-2 9.
`CCN(C(=O)CSc1nnc(Cn2nnc3ccccc32)o1)c1nc(-c2ccccc2)cs1` gave Apaf-1 inh 15, HKDC1 inh -3, SENP6 block -8, SENP1 inh 2, PfGluPho inh 3, SENP7 inh 3, SENP8 block-1 1 and SENP8 block-2 21.
O=c1c2c3c(sc2ncn1-n1cccc1)CCCCC3 was read as Apaf-1 inh 9, HKDC1 inh 2, SENP6 block 3, SENP1 inh -2, PfGluPho inh 17, SENP7 inh -3, SENP8 block-1 -7 and SENP8 block-2 3.
O=C(O)c1ccccc1C(=O)NC1=NN(c2ccccc2)CC1 was read as Apaf-1 inh -1, HKDC1 inh -1, SENP6 block -13, SENP1 inh 0, PfGluPho inh 17, SENP7 inh -8, SENP8 block-1 -3 and SENP8 block-2 2.
For COC(=O)c1sc2nc(N)c(C#N)cc2c1N the results were Apaf-1 inh -10, HKDC1 inh 6, SENP6 block -2, SENP1 inh -42, PfGluPho inh 2, SENP7 inh 1, SENP8 block-1 -1 and SENP8 block-2 -34.
For Cn1cccc1C(=O)NC(=O)COC(=O)CNS(=O)(=O)c1ccc(Br)cc1 the results were Apaf-1 inh -11, HKDC1 inh -5, SENP6 block -4, SENP1 inh -9, PfGluPho inh -5, SENP7 inh 6, SENP8 block-1 4 and SENP8 block-2 -32.
For COc1cccc(C(=O)N/N=C/C(Br)=C/c2ccccc2)c1 the results were Apaf-1 inh 4, HKDC1 inh 16, SENP6 block 41, SENP1 inh 1, PfGluPho inh 16, SENP7 inh 31, SENP8 block-1 30 and SENP8 block-2 17.
Screening CCOC(=O)c1cc2c(c(CCO)n1)[C@H](CCO)N(S(=O)C(C)(C)C)C2 (stereo partly drawn) returned HKDC1 inh -1, SENP1 inh -4, PfGluPho inh 4 and SENP8 block-2 -32.
For CCC(Sc1nc(N)c(NC(=O)c2ccc(OC)c(OC)c2)c(=O)[nH]1)C(=O)OC (stereo not drawn) the results were Apaf-1 inh 6, HKDC1 inh -4, SENP6 block -23, SENP1 inh 1, PfGluPho inh -7, SENP7 inh 4, SENP8 block-1 -10 and SENP8 block-2 11.
`OCC(O)C1OC(c2ccccc2)OC(CO)C1O` (stereo not drawn) gave HKDC1 inh -5, SENP1 inh 1, PfGluPho inh -9 and SENP8 block-2 20.
`CC(=O)Nc1ccc(-c2cc(N)n(-c3ccccc3)n2)cc1` gave Apaf-1 inh -12, HKDC1 inh 2, SENP6 block 55*, SENP1 inh -7, PfGluPho inh 7, SENP7 inh 58*, SENP8 block-1 38 and SENP8 block-2 -67.
C=CCn1c(=O)c2c(nc(-n3nc(C)cc3C)n2C)n(C)c1=O was read as Apaf-1 inh -3, HKDC1 inh 8, SENP6 block 2, SENP1 inh -1, PfGluPho inh -8, SENP7 inh 12, SENP8 block-1 -5 and SENP8 block-2 4.
Cc1[nH][nH]c(=O)c1C=NCc1cccs1 was read as Apaf-1 inh -4, HKDC1 inh -5, SENP6 block 18, SENP1 inh 1, PfGluPho inh 24, SENP7 inh 7, SENP8 block-1 -4 and SENP8 block-2 13.
CN(C)CCCN(C(=O)c1ccc(S(=O)(=O)N(C)C2CCCCC2)cc1)c1nc2ccc(F)cc2s1 was read as Apaf-1 inh 15, HKDC1 inh -1, SENP6 block -3, SENP1 inh 3, PfGluPho inh 7, SENP7 inh -7, SENP8 block-1 0 and SENP8 block-2 13.
Screening CCc1cccc(C)c1NC(=O)C1CCCN(S(C)(=O)=O)C1 (stereo not drawn) returned Apaf-1 inh -11, HKDC1 inh -4, SENP6 block -5, SENP1 inh 1, PfGluPho inh -3, SENP7 inh -3, SENP8 block-1 -1 and SENP8 block-2 6.
`O=C(c1cccnc1)N1CCC(Oc2ccc(C(=O)N3CCCCO3)cc2)CC1` gave Apaf-1 inh 5, HKDC1 inh 0, SENP6 block 5, SENP1 inh 1, PfGluPho inh -13, SENP7 inh 10, SENP8 block-1 1 and SENP8 block-2 15.
Cc1cc(/C=C2\SC(=O)NC2=O)c(C)n1-c1ccc(N(C)C)cc1 was read as Apaf-1 inh -10, HKDC1 inh -4, SENP6 block -15, SENP1 inh -2, PfGluPho inh -20, SENP7 inh -1, SENP8 block-1 15 and SENP8 block-2 1.
`CCCOP(=O)(c1ccc(N(C)C)cc1)C(O)c1ccc(Cl)cc1` (stereo not drawn) gave Apaf-1 inh 3, HKDC1 inh -1, SENP6 block -6, SENP1 inh 2, PfGluPho inh -5, SENP7 inh -6, SENP8 block-1 -10 and SENP8 block-2 2.
COc1ccc(CCNc2nc(-c3ccncc3)cs2)cc1OC was read as Apaf-1 inh 1, HKDC1 inh -9, SENP6 block -15, SENP1 inh -1, PfGluPho inh 11, SENP7 inh 0, SENP8 block-1 3 and SENP8 block-2 -93.

An excerpt from above in order of SMILES length, lowest first.
COc1ccc(CCNc2nc(-c3ccncc3)cs2)cc1OC was read as Apaf-1 inh 1, HKDC1 inh -9, SENP6 block -15, SENP1 inh -1, PfGluPho inh 11, SENP7 inh 0, SENP8 block-1 3 and SENP8 block-2 -93.
Cc1cc(/C=C2\SC(=O)NC2=O)c(C)n1-c1ccc(N(C)C)cc1 was read as Apaf-1 inh -10, HKDC1 inh -4, SENP6 block -15, SENP1 inh -2, PfGluPho inh -20, SENP7 inh -1, SENP8 block-1 15 and SENP8 block-2 1.
`O=C(c1cccnc1)N1CCC(Oc2ccc(C(=O)N3CCCCO3)cc2)CC1` gave Apaf-1 inh 5, HKDC1 inh 0, SENP6 block 5, SENP1 inh 1, PfGluPho inh -13, SENP7 inh 10, SENP8 block-1 1 and SENP8 block-2 15.
